Compound activity: PubChem BioAssay, several laboratories
TNAP inh no acc: TNAP (human) inhibition, acceptor-free conditions; purified TNAP, CDP-star luminescence, 30 min; 0.26% of 200,000 active; inhibition, % at 20 µM;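 active = tissue-nonspecific alkaline phosphatase inhibition above about 50% at 20 µM in the single-dose screen, limit read from the data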;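 note: 0% = DMSO negative control and 100% = EDTA positive control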
G6PDH CS: counter-screen for G6PDH assay hits: L. mesenteroides G6PDH inhibition | 0.12% of 200,000 active | inhibition, % at 5 µM | AID 1020 | Purified L. mesenteroides G6PDH, diaphorase/resazurin coupled fluorescence, 45 min; in the data active = inhibition above about 50%
Diaphorase act: counter-screen for diaphorase-based assays: diaphorase activators and chemical reducers; Diaphorase/resazurin coupled assay, resorufin fluorescence, 16 min; hits give high values; 1 = vehicle wells, 0 = NADH-free wells; activation factor at 20 µM; 0.005% of 190,000 active; AID 1229;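 active = diaphorase activity raised at least twofold by the compound at 20 µM; inactive = activation factor below 2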
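Assay system: Purified diaphorase enzyme from Clostridium kluyveri | Amount: Enzyme 0.07 U/mL final | Dosing: Compound 20 µM once, DMSO 1% | Timing: 16 min reaction at room temperature | Detection: Fluorescence, excitation 544 nm and emission 590 nm | Evaluation: Higher resorufin formation from activation or reduction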
PMI act satM6P: increases human PMI activity with near-saturating mannose 6-phosphate; coupled PMI enzyme assay, resazurin fluorescence, 20 min; hits give high values; 1 = untreated enzyme, 0 = substrate-free blank; 0.34% of 190,000 active; AID 1216; activation factor at 20 µM; P34949;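 active = activation factor of 2 or more at 20 µM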
Target sequence (P34949 whole entry, looked up): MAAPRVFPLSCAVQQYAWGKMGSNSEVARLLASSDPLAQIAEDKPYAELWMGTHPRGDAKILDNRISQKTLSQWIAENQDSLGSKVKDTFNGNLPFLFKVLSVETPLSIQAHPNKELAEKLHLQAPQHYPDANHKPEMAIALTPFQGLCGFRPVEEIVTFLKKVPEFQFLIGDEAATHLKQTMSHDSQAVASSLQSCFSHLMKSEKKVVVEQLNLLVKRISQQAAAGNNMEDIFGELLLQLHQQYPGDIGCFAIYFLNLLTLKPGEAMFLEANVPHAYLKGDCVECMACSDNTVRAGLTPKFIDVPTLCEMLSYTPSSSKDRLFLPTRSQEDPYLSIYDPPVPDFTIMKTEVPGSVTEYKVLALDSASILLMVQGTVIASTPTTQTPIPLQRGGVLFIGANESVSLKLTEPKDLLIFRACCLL
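Test system – human PMI in coupled enzyme assay · Timing – 20 min incubation at room temperature · Detection – Diaphorase-driven resazurin-to-resorufin fluorescence, excitation 544, emission 590 nm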
HMGR II inh: E. faecalis class II HMG-CoA reductase inhibition; AID 1066; inhibition, % at 10 µM; 0.41% of 190,000 active; purified E. faecalis HMGR, NADPH absorbance 340 nm kinetic;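 active = inhibition above a set limit, the median over all tested compounds plus 3 SD, cut at about 9.5% in these data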;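 note: enzyme runs in reverse so mevalonate oxidation gives rising NADPH absorbance; 0% = complete reaction with DMSO and 100% = background rate lacking mevalonate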
TNAP act hi DEA: TNAP (human) activation, high acceptor. P05186. purified TNAP, CDP-star luminescence, 1 M DEA, 30 min; hits give high values; 0 = EDTA background, 1 = DMSO-only activity. activation factor at 20 µM. 200,000 tested, under 10 active. AID 1136;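 active = activation factor at least 2 at 20 µM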
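Test system – human TNAP · Doses – 20 µM single point · Incubation – 30 min, room temperature · Signal – luminescent substrate turnover signal · Read-out basis – activation factor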
PMI activator: activators of human phosphomannose isomerase | purified human PMI, coupled resazurin fluorescence, 20 min; hits give high values; 1 = vehicle control, 0 substrate-free wells | activation factor at 20 µM | 0.005% of 190,000 active | P34949;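 active = activation factor of 2 or more at 20 µM, relative to plate controls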
Diaphorase inh: inhibits diaphorase or chemically oxidizes, flagging diaphorase assay artifacts. diaphorase resazurin-to-resorufin fluorescence, NADH, 16 min; bacterial (C. kluyveri) enzyme, not human. inhibition, % at 20 µM. 0.69% of 190,000 active. AID 1217;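 active = primary screen inhibition at 20 µM above a set limit, cut at about 50% in these data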;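 note: plate controls were DMSO with full reaction for no effect and wells lacking NADH for full effect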
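Test system: diaphorase enzyme from Clostridium kluyveri; amount: diaphorase at 0.14 U/mL in enzyme working solution; detection: fluorescence of resorufin formed from resazurin, Ex 544/Em 590 nm; times: reaction incubation of 16 min at room temperature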
FLuc act counter: firefly luciferase counter-screen for stimulation assays. ATPlite luciferase biochemical, luminescence, 10 min; 0 = ATP-free wells, 1 = DMSO control. activation factor at 10 µM. 200,000 tested, under 10 active. AID 1027;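 active = luciferase activation factor, scaled between plate controls, of at least 2 with compound at 10 µM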
Target sequence (P08659 whole entry, looked up): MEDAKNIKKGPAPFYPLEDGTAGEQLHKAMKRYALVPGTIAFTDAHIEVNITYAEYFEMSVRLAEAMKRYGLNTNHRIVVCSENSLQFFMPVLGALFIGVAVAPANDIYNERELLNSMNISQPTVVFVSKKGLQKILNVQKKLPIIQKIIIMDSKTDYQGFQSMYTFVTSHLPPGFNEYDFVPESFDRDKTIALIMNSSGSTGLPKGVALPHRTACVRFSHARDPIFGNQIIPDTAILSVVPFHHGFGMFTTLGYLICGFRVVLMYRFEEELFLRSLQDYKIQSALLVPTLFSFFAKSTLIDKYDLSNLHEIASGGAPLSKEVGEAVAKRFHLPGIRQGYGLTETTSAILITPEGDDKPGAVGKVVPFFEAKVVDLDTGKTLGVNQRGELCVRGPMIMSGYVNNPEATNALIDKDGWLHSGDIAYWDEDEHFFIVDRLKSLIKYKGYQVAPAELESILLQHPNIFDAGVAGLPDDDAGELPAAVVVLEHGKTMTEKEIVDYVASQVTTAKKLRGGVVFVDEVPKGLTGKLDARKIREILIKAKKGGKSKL
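Assay system – cell-free luciferase reagent · Medium – PBS-based ATP solution · Dosing – test compounds dosed from 2 mM stocks in 100% DMSO · Timing – 10 min, room temperature · Technique – light output (luminescence) · Measure – luminescence gain marking luciferase activators · Controls – No-ATP low control, compound-free enzyme-plus-ATP high control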
TNAP inh hi DEA: TNAP (human) inhibition, high acceptor; P05186; purified TNAP, CDP-star luminescence, 1 M DEA; inhibition, % at 20 µM; 0.03% of 200,000 active; AID 1135;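 active = over 50% inhibition of tissue-nonspecific alkaline phosphatase at 20 µM in the single-dose screen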;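 note: plate controls were DMSO wells for no effect and EDTA-quenched wells as full inhibition for full effect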
* = called active by the depositor.

cpd	Structure	TNAP inh no acc	G6PDH CS	Diaphorase act	PMI act satM6P	HMGR II inh
1	O/N=C/c1cccnc1Sc1ccccc1	-10	-1	0.9	1	1
2	Cc1ccc(NC(=O)COC(=O)/C=C/c2cccs2)cc1	-4	-3	0.9	1	2
3	CC(/C=C/c1ccccc1)=N\NC(=O)c1ccc2c(c1)OCCO2	0	-1	1	1.1	-3
4	Cc1ccccc1-n1c(SCC(=O)N/N=C/C=C/c2ccccc2[N+](=O)[O-])nc2ccccc2c1=O	-2	-4	0.7	0.8	-7
5	O=C(Cn1c(-c2ccccc2)noc1=O)NCc1ccccc1	-5	10	1	1	-5
6	O=c1[nH]c(N2CCN(c3ccccc3)CC2)nc2c1CCC2	-12	-3	0.9	1	-5
7	COc1ccc(N2CCN(CC(=O)Nc3nc4c(s3)CC(C)CC4)CC2)cc1 (configuration not stated)	-33	5	0.7	0.9	-1
8	CCc1ccc(NC(=O)C(=O)NCC2CCCO2)cc1 (configuration not stated)	-5	6	1	1	-4
9	CCCc1[nH]n(-c2ccc(F)cc2)c(=O)c1C=Nc1ccc(C)cc1	-29	3	0.9	1	0
10	CC(=O)Nc1cccc(NC(=O)C(=O)c2cn(CC(=O)N3CCCCC3)c3ccccc23)c1	-1	4	1	0.8	0

cpd	TNAP act hi DEA	PMI activator	Diaphorase inh	FLuc act counter	TNAP inh hi DEA
1	1.1	1	6	1.1	-7
2	1	1	5	1	1
3	1	1.1	3	1	-3
4	1	0.9	27	1.1	-5
5	1	1	2	1	0
6	1.1	0.9	11	1	-6
7	1.1	1	25	1	-6
8	1	1.1	-4	0.7	-2
9	1	0.9	13	1.1	0
10	1.1	1	-2	0.7	-5

cpd	Structure	TNAP inh no acc	G6PDH CS	Diaphorase act	PMI act satM6P	HMGR II inh
11	Cc1cc(C)cc(SCc2noc(C(=O)NCC3CCCO3)c2C(=O)O)c1 (configuration not stated)	-14	2	0.9	1	-1
12	COc1cc(-c2noc(-c3cccs3)n2)cc(OC)c1OC	-6	1	0.9	1	-5
13	C=CCC1c2cccc(C(=O)O)c2C(=O)N1c1ccc(F)cc1 (configuration not stated)	-2	4	0.9	1	0
14	CC(C)(C)NC(=O)NC(=O)COC(=O)c1cc[n+]([O-])cc1	-11	0	0.9	0.8	-4
15	O=C(c1ccc2ccccc2c1)N1CCN(c2ccc(O)cc2)CC1	-7	4	0.8	0.8	-1
16	COc1ccc(Nc2c(C)cccc2C)cc1	-10	1	0.8	1	-2
17	COc1cccc(OC)c1OCCCCc1c(C)n[nH]c1C	-11	-2	0.9	1.2	-1
18	CCn1cc(CNC(=S)Nc2cccc(Cl)c2C)cn1	-12	2	0.9	0.9	0
19	CCCOC(=O)c1cccc(NC(=O)COc2ccc([N+](=O)[O-])cc2)c1	5	2	0.8	0.9	-1
20	CSc1nsc(/C=C/Nc2cccc(Cl)c2)c1C#N	-7	13	0.8	1.5	-5

cpd	TNAP act hi DEA	PMI activator	Diaphorase inh	FLuc act counter	TNAP inh hi DEA
11	1	0.9	10	1.1	-5
12	1	1	6	1	1
13	0.9	0.9	14	1	6
14	1.1	1	7	1.1	-9
15	1	0.9	16	1.1	-4
16	1	0.9	17	1.1	-2
17	1.1	1.3	12	1.1	-5
18	1	0.9	9	1	-3
19	1	1	20	1	-2
20	1	1.2	21	1.1	-2

cpd	Structure	TNAP inh no acc	G6PDH CS	Diaphorase act	PMI act satM6P	HMGR II inh
21	COc1cccc(CSc2nnnn2-c2ccc(O)cc2)c1	-5	9	0.9	0.9	-2
22	Cc1ccc(-c2ccccc2NC(=O)C2C3C=CC(C3)C2C(=O)O)o1 (configuration not stated)	-8	7	1	1.7	-2
23	CC1=CCC2C(=O)N(c3ccc(C)c(Br)c3)C(=O)C2C1 (configuration not stated)	-9	22	0.7	0.9	-3
24	Cn1c(SCC(=O)Nc2ccccc2F)nnc1-c1cc2ccccc2o1	-10	-2	1	0.9	2
25	CC1CCN(C(=S)NC2CC3CCC2C3)CC1 (configuration not stated)	-16	6	0.9	1.1	3
26	Cc1ccc(CNC(=S)Nc2cc(C(=O)O)ccc2C)cc1	-16	0	0.9	1.1	1
27	Cc1cccc(OCc2nnc(SCc3nc4cc(C(F)(F)F)ccc4c(=O)[nH]3)o2)c1	-7	5	0.8	1.1	-7
28	CCOC(=O)C1=C(C)NC(=NC)SC1c1ccccc1 (configuration not stated)	-10	6	0.8	1	-3
29	Cc1ccc2nc(SCC(=O)Nc3c(C)n(C)n(-c4ccccc4)c3=O)[nH]c2c1	-4	2	0.9	1.1	-4
30	Cc1ccc(O)c(C(CC(=O)NCc2ccco2)c2ccccc2)c1 (configuration not stated)	-8	13	0.9	0.9	4

cpd	TNAP act hi DEA	PMI activator	Diaphorase inh	FLuc act counter	TNAP inh hi DEA
21	1	0.9	13	1	1
22	1	1.2	-1	1	2
23	1	0.9	34	1	0
24	1	0.9	1	1	-1
25	1	0.9	6	1.1	0
26	1	1.1	6	1	-5
27	1	1.1	15	1	-1
28	1.1	1	17	1.1	-8
29	1.1	1	8	1.1	-7
30	1.1	0.9	12	1.1	-6

cpd	Structure	TNAP inh no acc	G6PDH CS	Diaphorase act	PMI act satM6P	HMGR II inh
31	Cc1cc(Cl)ccc1C(=O)C1CCCN(C(=O)CCn2cnnn2)C1 (configuration not stated)	-4	14	1.1	1.1	-1
32	CCC1/C(=N\O)CC(c2ccco2)NC1c1ccco1 (configuration not stated)	-4	-3	1	1	2
33	Cc1cc(C)n2nc(SCc3nc4ccccc4[nH]3)nc2n1	-19	37	0.8	1	-2
34	COc1ccc(Cn2nnnc2CN2CCc3ccccc32)cc1	-14	0	0.9	1	0
35	COc1cccc(C(=O)Nc2ccc3c(c2)C(=O)N(CCC(=O)O)C3=O)c1	-6	4	1	1	-9
36	O=C(N/N=C\c1ccc(COc2ccc([N+](=O)[O-])cc2)o1)c1ccc(Cl)cc1	-6	5	0.9	0.9	-4
37	O=C(COc1ccccc1)Nc1nc2ccccc2[nH]1	-16	-21	1.1	1	-8
38	CN1CCN(C(=O)C2(NC(=O)Nc3cccc(F)c3)CCCCC2)CC1	1	3	0.9	0.9	0
39	CC(C)c1ccc(/C=N/NC(=O)CC(=O)NC2CCCCC2)cc1	-9	15	1	1.1	-7
40	Cc1ccc(-c2c[n+](CC(=O)OCc3ccccc3)c3n2CCC3)cc1	-5	-6	0.9	1	2

cpd	TNAP act hi DEA	PMI activator	Diaphorase inh	FLuc act counter	TNAP inh hi DEA
31	1.1	1.1	-13	1	-11
32	1	1	1	1	2
33	1	1	16	1	-1
34	1	0.9	7	1.1	-3
35	1	1	5	0.9	-2
36	1	0.8	15	1	0
37	1	1	-6	0.5	-2
38	1	0.9	14	1.1	-3
39	1.1	1	-2	1	-5
40	1	1.1	6	1	3

cpd	Structure	TNAP inh no acc	G6PDH CS	Diaphorase act	PMI act satM6P	HMGR II inh
41	COCCCNc1ccnc2c(Cl)cccc12	-11	6	1	1	-5
42	COc1ccc(NC(=O)C(C)Sc2nnc3c4c(nc(-c5ccc(OC)cc5)n23)CC(C)(C)OC4)cc1 (configuration not stated)	-4	-10	1	1	2
43	CCn1cc(CNC(=O)C2C3CCC(C3)C2C(=O)O)cn1 (configuration not stated)	-2	4	1.1	1.1	-5
44	CCC1CCCCN1C(=O)COC(=O)c1cc2ccccc2cc1O (configuration not stated)	-34	-3	0.9	0.9	-3
45	CCOc1ccc(C(=O)NCc2ccccn2)cc1	-13	-3	0.8	0.9	-1
46	CCc1ccccc1NC(=O)CN(C)C(=O)CSc1nn(-c2ccccc2)c(=S)s1	-10	-5	0.8	1	-6
47	COc1ccccc1N1CCN(C(=O)Oc2ccccc2)CC1	-8	13	0.9	1.1	-7
48	Cn1c(=O)c2ncn(CC(=O)N/N=C/c3ccco3)c2n(C)c1=O	0	-5	0.9	1.2	3
49	NC(=O)C(CC(=O)O)NC(=O)[C@@H]1CCOc2c(I)cc([N+](=O)[O-])cc2C(=O)N[C@@H](CO)C(=O)N[C@@H](Cc2ccc(O)cc2)C(=O)N1 (some centres not stated)	-2	2	0.9	1.2	-7
50	CCOC(=O)c1sc(NC(=O)c2ccc(OC(C)=O)cc2)nc1C	-9	15	1	1	-1

cpd	TNAP act hi DEA	PMI activator	Diaphorase inh	FLuc act counter	TNAP inh hi DEA
41	1	1	4	1	0
42	1.1	0.9	2	1	-6
43	1	1.1	-12	1	-5
44	1.1	0.9	10	1	-7
45	1.1	1	17	1	-8
46	1	0.8	23	1	-2
47	1	1	6	1.1	-2
48	1	1	7	1.1	1
49	0.9	1.2	10	1	5
50	1.1	1.1	-2	0.9	-6

3 entries from above, with values under each structure.
Value order: TNAP inh no acc, G6PDH CS, Diaphorase act, PMI act satM6P, HMGR II inh, TNAP act hi DEA, PMI activator, Diaphorase inh, FLuc act counter, TNAP inh hi DEA
#30 Cc1ccc(O)c(C(CC(=O)NCc2ccco2)c2ccccc2)c1 (configuration not stated)
    -8, 13, 0.9, 0.9, 4, 1.1, 0.9, 12, 1.1, -6
#11 Cc1cc(C)cc(SCc2noc(C(=O)NCC3CCCO3)c2C(=O)O)c1 (configuration not stated)
    -14, 2, 0.9, 1, -1, 1, 0.9, 10, 1.1, -5
#14 CC(C)(C)NC(=O)NC(=O)COC(=O)c1cc[n+]([O-])cc1
    -11, 0, 0.9, 0.8, -4, 1.1, 1, 7, 1.1, -9

More results.
cpd	Structure	TNAP inh no acc	G6PDH CS	Diaphorase act	PMI act satM6P	HMGR II inh
51	CCn1c(NC(=O)c2cccs2)c(-c2cccs2)c(=O)c2ccccc21	-7	6	0.9	1.1	2
52	Cc1ccc(C(=O)OC/C(O)=C(\C#N)c2nc3ccccc3[nH]2)cc1S(=O)(=O)N1CCOCC1	4	-14	0.8	1	-1
53	NC(=O)NC(=O)CC1S/C(=N/N=C2\CSC(=O)N2)NC1=O (configuration not stated)	-76	12	0.5	0.5	0
54	CCNC(=S)NCc1ccc(F)cc1	-13	4	0.9	1	-5
55	O=C(COC(=O)CNC(=O)c1ccccc1F)NCCC1=CCCCC1	4	-1	0.9	1.1	-5
56	CC(C)OC(=O)c1nnn(-c2nonc2N)c1CN1CCCCCC1	-7	2	0.9	0.9	-2
57	COc1ccc(N2C(=O)CC(N(CCc3ccc(OC)c(OC)c3)C(=S)Nc3ccccc3)C2=O)cc1 (configuration not stated)	0	-24	0.8	0.9	-3
58	CCc1ccc2c(c1)C(=O)C(=O)N2CC(=O)Nc1ccc(NC(=O)c2ccccn2)cc1	6	13	0.9	0.9	-8

cpd	TNAP act hi DEA	PMI activator	Diaphorase inh	FLuc act counter	TNAP inh hi DEA
51	1.1	1.1	11	1.1	-8
52	1	1	17	1	4
53	1	0.5	49	1	-5
54	1	1.1	12	1.1	-4
55	1	1	10	1.1	-1
56	1	0.9	6	1	-5
57	0.9	0.8	20	1	5
58	1	0.9	7	1.1	1

Hits appear at their usual frequency; any-hit rate near 1.7%.
